CHOP inh – inhibitors of CHOP induction in ER stress response. inhibition, % at 10 µM. AID 2732. CHO-K1 CHOP-promoter luciferase, tunicamycin-induced, 15-18 h. 220,000 compounds, 3.8% hits;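 active means compounds that reduced the stress-induced luciferase reporter signal by more than about 70% of percent inhibition, limit read from the data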;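 further: 0% = tunicamycin plus vehicle and 100% = wells without tunicamycin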
Wee1 degr inh – inhibitors of human Wee1 degradation | P30291 | 220,000 compounds, 1.2% hits | reporter increase, % at 5 µM | HeLa Luc-Wee1K328M stability, luciferase luminescence; 100% = proteasome inhibitor MG132 effect;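 active means activation above the mean of all tested compounds plus 3 SD, set per screening run, cut at about 8.8% in these data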;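 further: cells exposed to compound for 20 h before luminescence read; 0% = DMSO alone and 100% = MG132 at 30 µM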
Target sequence (P30291 whole entry K328M): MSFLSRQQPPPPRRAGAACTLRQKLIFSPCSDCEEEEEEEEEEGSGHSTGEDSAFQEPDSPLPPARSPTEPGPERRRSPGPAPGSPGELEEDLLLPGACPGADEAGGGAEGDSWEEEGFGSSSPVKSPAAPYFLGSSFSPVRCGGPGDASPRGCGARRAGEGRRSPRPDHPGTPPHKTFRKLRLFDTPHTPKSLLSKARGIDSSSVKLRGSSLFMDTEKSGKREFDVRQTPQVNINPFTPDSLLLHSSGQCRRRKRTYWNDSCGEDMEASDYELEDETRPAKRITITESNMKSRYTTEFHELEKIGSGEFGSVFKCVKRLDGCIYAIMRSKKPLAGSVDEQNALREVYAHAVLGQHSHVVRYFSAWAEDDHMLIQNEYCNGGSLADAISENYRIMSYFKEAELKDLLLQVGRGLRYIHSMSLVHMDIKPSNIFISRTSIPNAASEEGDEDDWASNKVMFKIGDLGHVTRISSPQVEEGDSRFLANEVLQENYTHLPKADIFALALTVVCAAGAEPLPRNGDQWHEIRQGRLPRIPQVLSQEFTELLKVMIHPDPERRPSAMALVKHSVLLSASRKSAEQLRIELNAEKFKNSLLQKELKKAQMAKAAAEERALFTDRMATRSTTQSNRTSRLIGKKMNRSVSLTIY
EP2 antag – inhibitors of human EP2 prostaglandin E2 receptor; AID 1422; inhibition, % at 25 µM; 260,000 compounds, 0.52% hits; C6 glioma cells expressing human EP2, cAMP TR-FRET; cells stimulated with saturating PGE2; P43116;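 active means percent inhibition above 40 after rounding to a whole number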;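 further: rat C6 glioma host cells with rolipram phosphodiesterase inhibitor present; the protocol text gives 20 µM as final concentration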
Target sequence (P43116 whole entry, looked up): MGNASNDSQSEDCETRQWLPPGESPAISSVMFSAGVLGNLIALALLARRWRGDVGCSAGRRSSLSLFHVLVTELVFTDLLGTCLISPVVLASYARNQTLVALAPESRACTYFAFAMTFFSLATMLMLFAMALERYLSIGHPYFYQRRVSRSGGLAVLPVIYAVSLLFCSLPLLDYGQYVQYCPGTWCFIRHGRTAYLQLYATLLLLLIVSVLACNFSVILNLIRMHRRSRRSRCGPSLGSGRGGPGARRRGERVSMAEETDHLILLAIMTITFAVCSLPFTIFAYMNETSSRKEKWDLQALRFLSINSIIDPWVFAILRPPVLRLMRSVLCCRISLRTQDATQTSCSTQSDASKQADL
zVAD death inh – L929 zVAD cell death inhibition. L929 zVAD necroptosis rescue, ATP luminescence, 24 h; with zVAD 60 µM. 220,000 compounds, 0.38% hits. AID 1377. viability rescue, % at 10 µM;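 active means activation, scaled between plate controls, above about 75%, limit read from the data; inactive means activation under that limit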;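 further: 0% = zVAD with DMSO and 100% = DMSO alone without zVAD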
FXIa inh 1536 – blocks human coagulation factor XIa protease activity. P03951. purified FXIa, Boc-Glu-Ala-Arg-AMC fluorogenic substrate. inhibition, % at 5 µM. 220,000 compounds, 0.14% hits. AID 798;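 active means inhibition of at least 40%; inactive means inhibition below 40%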;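 further: fluorescence of freed AMC excited at 355 nm; 0% = enzyme without compound and 100% = no enzyme blank; many of its hits are not listed in these tables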
FXIIa inh – factor XIIa (human) inhibition; AID 800; P00748; 220,000 compounds, 0.3% hits; inhibition, % at 5 µM; purified FXIIa, Boc-QGR-AMC fluorogenic substrate, 2 h; in the data active means inhibition above about 40%;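 further: 0% = enzyme with no compound and 100% = blank without enzyme; many of its hits are not listed in these tables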
Tb hexokinase – T. brucei hexokinase 1 inhibition; inhibition, % at 10 µM; recombinant TbHK1, G6PDH-coupled NADH A340; 220,000 compounds, 0.11% hits;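 active means inhibition of 50% or more in the single-dose primary screen; inactive means inhibition below 50%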
TNF death inh – TNF-alpha cell death inhibition in Jurkat FADD-/- cells | Jurkat FADD-/- TNF necroptosis rescue, ATP luminescence, 24 h; 0 = TNF only, 100 = no-TNF cells | activation (protection from cell death), % at 10 µM | 220,000 compounds, 0.068% hits | AID 463075;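 active means activation, meaning protection from cell death, of at least 50% relative to plate controls; inactive means activation below 50%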;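 further: necroptosis triggered by 40 ng/mL TNF-alpha added together with compound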
PPC-1+TRAIL kill – PPC-1 cancer cell killing with TRAIL present. PPC-1 cells + TRAIL, ATPLite viability luminescence. cell killing (% activity), % at 4 µM. 220,000 compounds, 0.41% hits. AID 1443;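 active means cell killing above 50% in the first pass at 4 µM, then a duplicate retest at 5 µM averaging 50% or more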;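 further: plate controls were cells with TRAIL plus DMSO for no effect and medium-only wells lacking cells for full effect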
Numbers without * were called inactive; · = not tested or not shown; & = joins results of further samples. The list is partial; count on the stated rates, not on these rows.

SMILES	CHOP inh	Wee1 degr inh	EP2 antag	zVAD death inh	FXIa inh 1536	FXIIa inh	Tb hexokinase	TNF death inh	PPC-1+TRAIL kill
COc1ccc(CNC(C)C(=O)Nc2ccc3ccccc3c2)cc1OC (stereo not given)	9	-1	11	2.0	-2	3	-4	2.7	4
C/C(=N\NC(=O)C(=O)Nc1cccc(C(F)(F)F)c1)c1ccc(Cl)s1	44	0	9	-0.1	3	13	-10	-1.9	0
O=C(O)c1ccc2c(c1)C1C=CCC1C(c1cc3c(cc1Br)OCO3)N2 (stereo not given)	16	-1	16&4	0.8	-4	5	6	0.0	8
COc1ccc(OCC(O)CNC(=O)c2ccc(OC)cc2)cc1 (stereo not given)	6	-2	9	0.6	7	-1	-4	-0.3	-8
CN1C(=O)C(CC(=O)N2CCN(C(c3ccccc3)c3ccccc3)CC2)N(C)C1=O (stereo not given)	6	-1	9	-0.5	-8	-7	-4	-1.6	8
CCOc1cc(N2CCOCC2)c(OCC)cc1NC(=O)COC(=O)c1cc(C)oc1C	-1	4	9	0.3	-3	6	3	0.9	-7
CC1=C(C(=O)Nc2ccccc2)C(c2coc3ccccc3c2=O)C2=C(CCCC2=O)N1 (stereo not given)	12	3	10	-0.7	-1	-4	-5	-1.1	7
Cc1ccccc1OCC(O)CN (stereo not given)	18	5	8	1.0	3	7	6	-2.5	9
C=CCn1c(O)c(CN2CCOCC2)c(C)c(C#N)c1=O	·	5	11	0.1	·	·	-20	0.2	5
CCOC(=O)/C(=N/Nc1ccc(Cl)cc1)S(=O)(=O)c1ccccc1	48	-3	10	0.1	-3	17	37	2.3	10
COc1ccc(C(=O)Nc2nccs2)cc1OC	-3	1	·	80*	-2	16	-7	30	28
COc1cc(NC(=O)Cn2ncc3c2-c2ccccc2OC3)cc(OC)c1OC	-33	-1	12	0.3	-12	-11	-4	-0.3	-1
C=CCn1c(=O)c2ccc(C(=O)NCc3ccccc3)cc2n(Cc2ccccc2Cl)c1=O	28	-1	9	0.6	5	3	4	1.1	21
CC(C)(C)/C(O)=C/c1nc2ccccc2oc1=O	20	4	8	88*	-2	5	-2	9.6	9
Cc1ccccc1NC(=O)CSc1[nH]c(=O)cc(C)c1C#N	22	-1	8	0.7	4	12	-5	-0.1	11
Cc1ccc(S(=O)(=O)N/N=C/c2ccccc2O)cc1[N+](=O)[O-]	-10	0	9	0.8	8	12	-6	0.9	12
Cc1cc(O)cc(O)c1C(=O)Cc1ccccc1	-1	-1	9	0.0	-5	1	-6	-1.8	14
O=C(NCCc1ccccc1)C(=O)NCc1ccncc1	-6	2	9	-0.1	14	11	3	2.6	13
CC1(C)C(=O)OC(c2cccn2-c2cccc([N+](=O)[O-])c2)C2(CCCCC2)C1=O (stereo not given)	41	-4	8	-0.2	3	2	3	1.3	9
CC(=O)c1c(O)cc(C)n(-c2ccc(F)cc2)c1=O	-5	0	7	2.0	-7	0	-2	-0.2	11
O=C(CCCSc1nc2ccccc2[nH]1)NC1CCCCC1	18	9.4*	10	-2.0	2	14	0	1.4	-10
Cc1nc(N/C(N)=N/S(=O)(=O)c2ccc([N+](=O)[O-])cc2)nc2ccccc12	27	-3	9	1.7	11	16	34	2.3	10
COC(=O)Cc1c(C(=O)OC)nnn1-c1cccc(C(F)(F)F)c1	18	-2	10	2.0	-2	11	-5	-1.1	7
O=C1c2ccccc2C2(c3ccccc3)NCCN12 (stereo not given)	24	-2	6	1.4	1	8	-3	1.4	18
Cc1ccc(Cl)c2c1NC(=O)C2(O)CC(=O)c1ccccc1O (stereo not given)	24	-1	10	-0.4	3	4	-9	-1.4	-10

The list continues:
SMILES	CHOP inh	Wee1 degr inh	EP2 antag	zVAD death inh	FXIa inh 1536	FXIIa inh	Tb hexokinase	TNF death inh	PPC-1+TRAIL kill
O=C(CNCC1CCCO1)N1CCCCCC1 (stereo not given)	-2	-1	14	6.8	-5	2	2	-0.3	6
CC1=C(C)CC(C(=O)Nc2ccc3c(c2)OCO3)C(C(=O)O)C1 (stereo not given)	15	2	8	-0.4	2	4	0	-0.2	7
COc1ccc(-n2c(=O)[nH]c3cc(C(=O)NCCc4ccc(Cl)cc4)ccc3c2=O)cc1OC	24	-1	13	-0.4	10	2	9	-0.8	18
O=C(CNCc1ccco1)Nc1ccc(Oc2ccccc2)cc1	15	3	6	4.1	3	8	2	-0.3	-3
CCC(C(=O)NCc1ccco1)N(Cc1cccs1)C(=O)CNS(=O)(=O)c1ccccc1 (stereo not given)	28	-2	1	0.1	8	12	-1	1.1	13
COc1ccc(-c2nc3scc(-c4ccccc4)n3n2)cc1	45	-1	12	1.0	6	21	8	-1.8	13
O=C(c1ccccc1)c1ccc(N2CCOCC2)c(F)c1	35	3	13	-0.9	-1	18	-20	-2.0	14
CC(=O)C1C(c2ccc(C)cc2)c2c(noc2C)CC1(C)O (stereo not given)	-18	-1	4	-0.5	-2	3	-6	-0.4	-8
CCN(CC)c1nc(C)c(C(=S)Nc2cc([N+](=O)[O-])ccc2Cl)s1	13	3	9	4.2	-2	·	-13	-0.5	26
O=C(NCc1ccccc1C(F)(F)F)C1CC(c2cc(C(F)(F)F)cc(C(F)(F)F)c2)=NO1 (stereo not given)	13	·	15	0.1	-3	1	0	1.9	1
Cc1cc2cc(CNC(=S)NC3CCCCC3)ccc2[nH]1	0	9.9*	6	-0.5	-2	11	6	-0.3	6
CN(C)c1ccc(S(=O)(=O)c2ccc(Cl)cc2)cc1	27	-1	·	0.8	-2	12	0	0.9	10
O=C(CN1CCOCC1)Nc1c2c(nc3ccccc13)N(Cc1ccccc1)CC2	-3	-1	15	1.3	3	-3	-16	1.0	3
CCC(=O)Nc1cccc(-c2nnc(SCC(=O)c3ccccc3)n2C)c1	31	0	7	2.5	3	9	-3	4.2	2
Cc1ccc(-n2c(O)c(C=NC3CCS(=O)(=O)C3)c3ccccc3c2=O)c(C)c1 (stereo not given)	29	-2	3	-0.7	3	7	-31	-0.8	14
O=C(COc1ccc2c(c1)CCC2)NCc1cccc(Cl)c1	28	-3	4	0.8	4	7	5	-2.4	-7
CCCCN(C)Cc1c(O)ccc2c(-c3ccccc3)cc(=O)oc12	17	0	6	-0.4	5	-11	-19	-1.7	-7
CCCc1cc(=O)c2ccc(OC/C(C)=N/O)cc2o1	13	-3	4	0.2	-8	6	-6	1.0	1
O=C(Cc1ccccc1)NCCn1ccc2ccccc21	5	-2	11	0.7	-1	4	5	1.0	3
O=C(COC(=O)Cc1c(Cl)cccc1Cl)NCC1CCCO1 (stereo not given)	-13	-1	11	7.9	-1	8	7	-0.1	2
NC(=O)CCC(C(=O)O)N1C(=O)c2ccc(O)cc2C1=O (stereo not given)	0	1	14	-0.2	-2	5	3	0.7	16
Cc1ccc(S(=O)(=O)N(CC(=O)NN=C2CCN(C)CC2)c2ccc(F)cc2)cc1	-3	-3	11	-0.7	4	-1	-4	-0.5	2
Clc1nnc2ccc(-c3ccccc3)nn12	12	-1	4	3.6	7	19	-5	-1.5	10
COc1cc(OC)cc(C(=O)N[C@H](C(=O)OCC(=O)NC(C)c2ccccc2)C(C)C)c1 (stereo not given in full)	2	3	7	0.5	8	15	0	3.9	11
CCCOC(=O)c1c(N)sc(C(=O)OCC)c1C	24	1	19	1.1	6	7	-12	-3.0	8

Random excerpt: three entries already listed, in no set order.
SMILES	CHOP inh	Wee1 degr inh	EP2 antag	zVAD death inh	FXIa inh 1536	FXIIa inh	Tb hexokinase	TNF death inh	PPC-1+TRAIL kill
CC1=C(C)CC(C(=O)Nc2ccc3c(c2)OCO3)C(C(=O)O)C1 (stereo not given)	15	2	8	-0.4	2	4	0	-0.2	7
CCN(CC)c1nc(C)c(C(=S)Nc2cc([N+](=O)[O-])ccc2Cl)s1	13	3	9	4.2	-2	·	-13	-0.5	26
COc1ccc(-c2nc3scc(-c4ccccc4)n3n2)cc1	45	-1	12	1.0	6	21	8	-1.8	13

Continued:
SMILES	CHOP inh	Wee1 degr inh	EP2 antag	zVAD death inh	FXIa inh 1536	FXIIa inh	Tb hexokinase	TNF death inh	PPC-1+TRAIL kill
Clc1ccc(CO/N=C/c2cccs2)cc1	16	8	8	1.0	-6	0	-11	6.5	-14
O=C1N/C(=C/c2ccsc2)C(=O)N1c1ccccc1	27	7	7	1.2	-2	2	-8	1.0	1
Fc1ccc(F)c(C2=NNC(=Nc3ccccc3F)SC2)c1	15	1	15	1.8	-4	2	0	1.9	30
CN1CCN(C2=Nc3c(Cl)cc(Cl)c4cccc2c34)CC1	33	1	5	-1.0	29	24	-7	1.8	-1
O=c1c(-c2nc3ccccc3s2)cccn1Cc1ccccc1	33	9.0*	5	0.4	-19	-52	2	0.4	5
C=CCn1c(-c2ccc(Cl)cc2)cnc1SC(C)C(=O)NC(N)=O (stereo not given)	11	3	5	0.2	-1	9	3	-0.1	-6
CNC(=O)/C(C#N)=C/c1ccc(-c2ccc(OC)cc2[N+](=O)[O-])o1	20	2	8	-0.1	-2	14	-22	-12	-2
CCN(CC)S(=O)(=O)c1ccc(NC(=O)c2ccc(N(C)S(C)(=O)=O)cc2)cc1	15	3	10	0.4	2	11	6	-11	44
O=C(OCc1cnc(Cl)s1)c1ccccc1Cl	14	3	9	0.7	-3	4	0	-1.6	13
COc1ccc(NC(=O)CC2C(=O)N(c3ccc(Cl)cc3)C(=S)N2NC(=O)c2cccc(F)c2)cc1 (stereo not given)	84*	-2	6	-0.7	1	9	12	1.1	11

13 entries from above, in markdown.
| molecule | CHOP inh | Wee1 degr inh | EP2 antag | zVAD death inh | FXIa inh 1536 | FXIIa inh | Tb hexokinase | TNF death inh | PPC-1+TRAIL kill |
| --- | --- | --- | --- | --- | --- | --- | --- | --- | --- |
| O=C(COC(=O)Cc1c(Cl)cccc1Cl)NCC1CCCO1 (stereo not given) | -13 | -1 | 11 | 7.9 | -1 | 8 | 7 | -0.1 | 2 |
| NC(=O)CCC(C(=O)O)N1C(=O)c2ccc(O)cc2C1=O (stereo not given) | 0 | 1 | 14 | -0.2 | -2 | 5 | 3 | 0.7 | 16 |
| Cc1ccc(S(=O)(=O)N(CC(=O)NN=C2CCN(C)CC2)c2ccc(F)cc2)cc1 | -3 | -3 | 11 | -0.7 | 4 | -1 | -4 | -0.5 | 2 |
| Clc1nnc2ccc(-c3ccccc3)nn12 | 12 | -1 | 4 | 3.6 | 7 | 19 | -5 | -1.5 | 10 |
| COc1cc(OC)cc(C(=O)N[C@H](C(=O)OCC(=O)NC(C)c2ccccc2)C(C)C)c1 (stereo not given in full) | 2 | 3 | 7 | 0.5 | 8 | 15 | 0 | 3.9 | 11 |
| CCCOC(=O)c1c(N)sc(C(=O)OCC)c1C | 24 | 1 | 19 | 1.1 | 6 | 7 | -12 | -3.0 | 8 |
| Clc1ccc(CO/N=C/c2cccs2)cc1 | 16 | 8 | 8 | 1.0 | -6 | 0 | -11 | 6.5 | -14 |
| O=C1N/C(=C/c2ccsc2)C(=O)N1c1ccccc1 | 27 | 7 | 7 | 1.2 | -2 | 2 | -8 | 1.0 | 1 |
| Fc1ccc(F)c(C2=NNC(=Nc3ccccc3F)SC2)c1 | 15 | 1 | 15 | 1.8 | -4 | 2 | 0 | 1.9 | 30 |
| CN1CCN(C2=Nc3c(Cl)cc(Cl)c4cccc2c34)CC1 | 33 | 1 | 5 | -1.0 | 29 | 24 | -7 | 1.8 | -1 |
| O=c1c(-c2nc3ccccc3s2)cccn1Cc1ccccc1 | 33 | 9.0* | 5 | 0.4 | -19 | -52 | 2 | 0.4 | 5 |
| C=CCn1c(-c2ccc(Cl)cc2)cnc1SC(C)C(=O)NC(N)=O (stereo not given) | 11 | 3 | 5 | 0.2 | -1 | 9 | 3 | -0.1 | -6 |
| CNC(=O)/C(C#N)=C/c1ccc(-c2ccc(OC)cc2[N+](=O)[O-])o1 | 20 | 2 | 8 | -0.1 | -2 | 14 | -22 | -12 | -2 |

Bioassay records deposited in PubChem BioAssay by several laboratories.
